Ins promoter up = MIN6 insulin promoter up-regulation; MIN6 insulin promoter-GFP reporter, high-content imaging; stronger effect = higher value; z-score at 5 µM; actives 0.3% (n = 190,000); AID 1625;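 active means z-score above 3 at 5 µM with at least 500 cells counted in the well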
M17LAP inhibition = P. falciparum M17LAP inhibitors, primary screen, biochemical, fluorogenic H-Leu-NHMec substrate, 1536-well (AID 1619) | one-dose inhibition, % at 30 µM; IC50 in µM for titrated hits | recombinant M17LAP, H-Leu-NHMec fluorogenic kinetic assay; higher % means a stronger effect | actives 0.38% (n = 220,000);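 active means compound inhibiting the enzyme by more than half at any dose during confirmatory dose-response retesting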;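 further: plate controls were full reaction with DMSO carrier for no effect and no enzyme background for full effect; strong numbers were not always called active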
Dynein cargo inh = dynein cargo transport inhibition | 3617.4 mouse cells, GR-EGFP nuclear translocation imaging; test concentration mostly 20 µM; stimulated with dexamethasone, 1 µM; stronger effect = lower value | z-score, hits read low | actives 0.47% (n = 220,000) | AID 1381;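 active means plate z-score of nuclear minus cytoplasmic receptor signal below a set negative limit, without overly bright fluorescence or cell loss, cut at about -3.5 in these data, passing the limit was not always enough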;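 further: z-score of nuclear minus cytoplasmic ring GR-EGFP intensity difference per well; some compounds called inactive have numbers as strong as hits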
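Schedule: 48 h induction, then 1 h compound, then 30 min agonist, 37 °C. Buffer or medium: tetracycline-free induction medium containing charcoal-stripped FBS. Reagent: 1.0 µM final dexamethasone stimulus. Evaluation: nuclear versus cytoplasmic GR-EGFP signal, averaged per well. Signal: high-content fluorescence imaging after fixation.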
MT stabilize HCS = microtubule stabilization, imaging screen; actives 0.83% (n = 200,000); % tubulin-high responders, % at 10 µM; HeLa tubulin immunostaining HCS, 24 h; share of cells brighter than vehicle mean+2SD;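 active means plate Z-score above 3 for both tubulin-high and condensed-nucleus cell shares, with cell loss under 80%, at 10 µM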;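 further: anti alpha tubulin signal scored within the nucleus-defined area of each cell; some results filed as inactive read as strong as hits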
CSM14.1 death rescue = rescue of cells from ER stress-induced death, primary screen, 384-well, CSM14.1, thapsigargin, ATP luminescence (AID 1222). CSM14.1 thapsigargin-induced death rescue, ATP luminescence; higher % means a stronger effect. 190,000 tested, under 10 active. cellular ATP content (survival), % at 20 µM; hits with a dose series show EC50 in µM;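 active means EC50 below 50 µM in the dose-response confirmation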;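 further: death triggered by thapsigargin at about 15 µM added after 2 h compound pretreatment; cell ATP read after overnight thapsigargin exposure of roughly 18 to 22 hours; normalized against plate controls of thapsigargin alone and 5% DMSO vehicle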
M1AAP inhibition = malaria alanyl aminopeptidase activity blockers – biochemical, fluorogenic H-Leu-NHMec substrate, 1536-well (AID 1445). actives 0.42% (n = 220,000). recombinant M1AAP, H-Leu-NHMec fluorogenic kinetic assay; higher % means a stronger effect. inhibition, % at 30 µM; hits with a dose series show IC50 in µM;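 active means primary inhibition above the hit cutoff, then over 50% inhibition at one or more dose response concentrations, cut at about 23% in these data, passing the limit was not always enough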;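 further: plate controls were DMSO full reaction for no effect and no enzyme background for full effect; strong numbers were not always called active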
K1F lysis inhibition = protection from phage-mediated lysis, alamar blue read-out – E. coli UTI89, K1F phage, bacterial capsule biogenesis inhibitors (AID 488966) | E. coli UTI89 K1F phage lysis, alamar blue, 2 h; higher % means a stronger effect | inhibition, % at 100 µM, or IC50 in µM where a hit was titrated | actives 0.02% (n = 340,000);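 active means phage lysis inhibition, versus mean bacterial control, above a set limit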;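 further: capsule biogenesis inhibitors block K1F phage lysis so surviving cells raise fluorescence; higher fluorescence means more inhibition of phage lysis; actives were called in the ten point dose series up to 300 µM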
bCat nuc transl = alters nuclear translocation of beta-catenin in HeLa cells. immunofluorescence imaging. nuclear translocation activity, % at 5 µM. actives 0.3% (n = 190,000). AID 1665;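 active means nuclear translocation activity above 50% at 5 µM, with a well cell count of 50 or more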;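 further: per-cell ratio of nuclear to cytoplasmic median beta-catenin stain intensity; plate controls were DMSO negative control for no effect and GSK-3 inhibitor IX positive control for full effect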
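Test system: human HeLa cells, native beta-catenin. Compound dosing: 5 µM primary single dose, 0.1% DMSO, 0.02–20 µM confirmation series. Incubation: compound exposure 24 h at 37°C. Detection: beta-catenin immunostaining with DAPI counterstain, 20x imaging, 6 fields/well. Read-out basis: Nuclear/cytoplasmic beta-catenin signal ratio, % activation.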
Autophagy HCS = modulators of autophagy; MEF GFP-LC3 puncta imaging; test concentration mostly 10 µM; calls only at 10 µM (by protocol); actives 0.98% (n = 190,000);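 active means percentage of spot-positive cells more than 3 SD above its plate mean, without a fluorescence outlier flag or 80% toxicity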;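 further: spot-positive cell cutoff set from DMSO-treated cells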
Dynein cargo inh cytoplasmic EGFP = further read-out of Dynein cargo inh, marked with its call; z-score; measured here: cytoplasmic GR-EGFP intensity; stronger effect = higher value
Dynein cargo inh nuclear GR-EGFP = second read-out of Dynein cargo inh, no call of its own (marks repeat the call); z-score; measured here: nuclear GR-EGFP intensity;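 lower value marks the stronger effect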
Dynein cargo inh cell count = recorded beside Dynein cargo inh, whose call it bears; z-score; measured here: cell count per field
Ins promoter up cell count = recorded beside Ins promoter up, whose call it bears; cell count; measured here: cytotoxicity, nuclei count;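 total cells summed across four imaged fields per well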
bCat nuc transl cell count 5 µM = also measured in bCat nuc transl; calls as there; cell count; measured here: cell count, cytotoxicity flag
MT stabilize HCS Hoechst-high % = second read-out of MT stabilize HCS, no call of its own (marks repeat the call); % Hoechst-high responders; measured here: nuclear condensation Hoechst responders;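 share of cells brighter than vehicle mean plus two SD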
MT stabilize HCS cytotoxicity % = also measured in MT stabilize HCS; calls as there; toxicity, %; measured here: cytotoxicity by cell density;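 0% = mean cell density of plate MIN control wells and 100% = no cells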
Autophagy HCS cell loss 18 h = also measured in Autophagy HCS; calls as there; toxicity, %; measured here: cell loss, nuclei count;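 cell loss after 18 h compound exposure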
* marks the source's active call; other numbers are inactive results; i = inactive; x = not tested or not shown; & = joins results of further samples; [ ] = another dose, or the depositor's remark.

SMILES | Ins promoter up | Ins promoter up cell count | M17LAP inhibition | Dynein cargo inh | Dynein cargo inh cytoplasmic EGFP | Dynein cargo inh nuclear GR-EGFP | Dynein cargo inh cell count | MT stabilize HCS | MT stabilize HCS Hoechst-high % | MT stabilize HCS cytotoxicity % | CSM14.1 death rescue | M1AAP inhibition | K1F lysis inhibition | bCat nuc transl | bCat nuc transl cell count 5 µM | Autophagy HCS | Autophagy HCS cell loss 18 h
O=C(NCC1CC1)c1ccc2c3n(nc2c1)-c1ccccc1CO3 | -0.9 | 892 | 4% | -1.3 | -0.53 | -0.42 | 0.67 | x | x | x | x | 7% | 0.7% | -2.2 | 1124 | x | x
CCOc1ccc(CC(=O)NNC(=S)NCCc2ccccc2)cc1 | -0.67 | 1436 | 4% | -0.52 | -0.35 | -0.2 | 0.86 | 4.0 | 1.4 | 3.8 | 1.3% | -9% | -0.4% | -1.1 | 1515 | i | 3
CC(C)C(=O)N1CCN(CCN=CC2=C(O)CC(c3ccco3)CC2=O)CC1 (stereo unspecified) | 1.4 | 1136 | 1% | -0.59 | -0.17 | -0.09 | 0.4 | 3.8 | 2.2 | 14 | -1.2% | 1% | -5.2%&0.6% | -3.0 | 862 | i | 0
Cc1[nH]n(C(C)(C)C)c(=O)c1Sc1ccc(Cl)cc1 | -0.33 | 1529 | -1% | -0.022 | -0.22 | 0.45 | -0.67 | 5.1 | 3.5 | 6.3 | -2.7% | -4% | -0.3% | -2.7 | 1340 | i | -14
CN1CC2CCCC3(C1)C(=O)NC1(CCCCC1)N=C23 (stereo unspecified) | 0.22 | 1226 | -4% | -0.68 | -0.21 | -0.011 | 0.5 | 3.1 | 2.4 | 6.8 | 3.1% | -1% | 0.2% | -8.8 | 991 | i | 17
COc1ccc(NC(=O)c2ccccn2)cc1OC | -0.08 | 1361 | 18% | 0.013 | -0.18 | 0.46 | -1.4 | 1.8 | 2.3 | 0.3 | -1.5% | 2% | -0.2% | 2.2 | 965 | i | 7
Cc1ccc(Oc2ccc(C(=O)NCc3ccncc3)cc2)cc1 | -1.8 | 1075 | -1% | 0.24 | -0.13 | 0.36 | 0.93 | 4.4 | 3.6 | 11 | x | -1% | -0.1% | -1.1 | 1124 | i | -1
Cc1ccc(N(C)C(=O)N2CCN(S(=O)(=O)c3ccc4ccccc4c3)CC2)cc1 | -0.55 | 917 | -4% | 0.69 | -0.078 | 0.55 | 0.059 | 2.0 | 1.3 | 1.1 | -0.8% | -8% | -1.1% | x | x | i | -4
Cc1cc(N)nc(C)c1C#N | -0.31 | 1228 | 2% | -0.97 | -0.22 | -0.51 | 0.51 | 1.7 | 1.0 | 0.5 | x | 6% | 0.1% | -3.1 | 1043 | i | -40
O=C(CSc1ccc(-c2ccccn2)nn1)c1ccccc1 | 2.2 | 1124 | 10% | 0.78 | -0.32 | 0.37 | 0.13 | 3.2 | 1.6 | 6.2 | -1.2% | 6% | 0.2% | -1.0 | 1073 | i | 14
Cc1nnc(SCC(=O)N2CCN(S(=O)(=O)c3ccccc3)CC2)n1Cc1ccccc1 | -1.6 | 1152 | -4% | 3.6 | -0.25 | 3.9 | -1.5 | 4.6 | 1.8 | 9.2 | 0.2% | 8% | 0.8% | -5.5 | 737 | i | -4
Nc1ccc(S(N)(=O)=O)cc1N | 0.23 | 1119 | 6% | 0.51 | -0.78 | -0.058 | -0.62 | x | x | x | x | 3% | 0.2% | -0.6 | 1347 | x | x
COc1ccc(OC)c(-c2c3c([nH]c(=S)c2C#N)CCCC3)c1 | -0.3 | 1442 | -3% | 0.053 | -0.096 | 0.25 | -1.3 | 2.0 | 1.0 | 4.8 | -0.3% | -1% | 0.2% | -4.2 | 1047 | i | -21
O=C(CCN1C(=O)c2ccccc2S1(=O)=O)Nc1ccccc1 | 0.09 | 1543 | 7% | -0.43 | -0.27 | 0.37 | 0.36 | 4.6 | 2.8 | 5.4 | -1.1% | 3% | 0.1% | -5.7 | 1081 | i | 9
N#Cc1cc2c(nc1SCc1ccncc1)CCC2 | 0.37 | 1226 | -1% | 0.43 | -0.22 | 0.52 | 2.3 | 2.7 | 1.8 | 6.3 | -1.9% | 12% | 1.2%[50 µM] | x | x | i | -3
COc1ccc(-c2n[nH]c(=S)o2)c(OC)c1 | x | x | 9% | -0.17 | -0.095 | 0.57 | 1 | 2.2 | 1.3 | 4.4 | -2.1% | -5% | 0.0% | -2.5 | 1223 | i | -5
c1ccc(Cc2ccc(OCCn3cncn3)cc2)cc1 | -0.83 | 1873 | -7% | 0.051 | -0.3 | 0.18 | 0.54 | 3.0 | 0.5 | 25 | -0.8% | 3% | -1.1% | -0.5 | 1076 | i | 2
COc1cccc(OC)c1C(=O)NCCN1CCN(C(=O)c2c(OC)cccc2OC)CC1 | 0.09 | 1327 | -8% | 0.95 | -0.2 | 0.51 | 0.58 | 3.6 | 3.0 | 6.0 | 0.2% | 4% | 0.0% | -3.3 | 1195 | i | 34
COc1ccc(-c2nnn(CC(=O)N3CCN(c4ccc(F)cc4)CC3)n2)cc1 | -0.34 | 1056 | 10% | 0.71 | -0.26 | 0.81 | -0.42 | x | x | x | x | 5% | -0.1% | -0.4 | 1308 | x | x
CCCCCCC(C)n1cc(C(C)=O)c(=O)n(C)c1=O (stereo unspecified) | -0.7 | 1126 | 3% | 0.58 | -0.28 | 0.046 | -0.027 | 2.0 | 3.8 | 6.8 | 34% | 9% | 0.2% | 3.3 | 449 | i | -14
COC(=O)c1[nH]c2cccc(Cl)c2c1NC(=O)CN(C)C1CCCCC1 | 3.5* | 950* | 5% | -0.7 | -0.21 | -0.36 | 1.5 | 2.1 | 1.4 | 8.8 | -5.9% | 1% | -0.3% | 0.5 | 596 | i | -4
CCN(CC)C(=O)C(=O)N/N=C/c1ccc(F)cc1 | 0.03 | 1430 | x | -0.19 | -0.22 | 0.39 | 0.43 | 1.4 | 1.5 | 3.2 | -1.2% | x | -0.3% | -1.2 | 1072 | i | 17
Cc1cc(C)c2c(=O)[nH]n(C(C)C)c2n1 | 2.4 | 830 | 0% | -0.68 | 0.025 | 0.49 | 0.15 | 2.6 | 2.5 | 5.9 | -0.7% | 6% | 0.4% | -4.5 | 998 | i | 2
CN1CCc2c(sc3c2c(=O)n(-c2cccc(Cl)c2)c2nncn32)C1 | x | x | x | -1.4 | 0.65 | -0.72 | -0.045 | 2.0 | 0.0 | 35 | x | x | -0.2% | x | x | i | -5
COc1ccccc1N(CC(=O)NCc1ccccc1)C(=O)CCC(=O)Nc1cc(C)ccn1 | x | x | 7% | -0.98 | -0.24 | -0.32 | 0.38 | 1.1 | 2.3 | 9.7 | -5.2% | -3% | -1.0% | 4.9 | 489 | i | -6
Cc1cccc(C)c1N=C1SC(CC(=O)Nc2c(C)cccc2C)C(=O)N1CCc1ccccn1 (stereo unspecified) | -0.7 | 1271 | 3% | 0.32 | -0.23 | -0.072 | -0.14 | 7.2 | 1.9 | 5.8 | -2.8% | -4% | -0.8%[50 µM] | x | x | i | 25
CCOC(=O)C1CCN(c2c(NCc3ccc(C(=O)NCCC(C)C)cc3)c(=O)c2=O)CC1 | -0.64 | 1510 | 4% | -0.6 | 0.044 | -0.012 | 0.74 | 4.4 | 2.6 | 6.1 | 4.1% | 2% | 0.4% | -1.8 | 1373 | i | 8
Cn1c(=O)[nH]c(=O)c2c1nc(N1CCCCCC1)n2CC(N)=O | x | x | -6% | -0.0068 | 0.16 | 0.078 | 0.14 | 5.4 | 2.5 | 7.7 | -2.1% | 5% | 0.0% | 1.5 | 506 | i | 35
O=C(N/C(=C\c1cccnc1)C(=O)N1CCOCC1)c1cccc(Br)c1 | -0.09 | 1269 | 8% | -0.27 | -0.21 | -0.39 | 0.79 | 3.7 | 2.1 | 6.9 | -2.4% | 2% | 0.1% | 1.1 | 1430 | i | 7
COc1ccc(OCCc2nnc(N)s2)cc1 | -0.62 | 1639 | -2% | 0.084 | -0.2 | -0.85 | -0.46 | 3.1 | 1.5 | 4.9 | 0.8% | -2% | 0.3% | -0.7 | 1336 | i | -1
COc1ccc(S(=O)(=O)Nc2ccc(NC(C)=O)cc2)cc1Cl | -0.66 | 1530 | 3% | 0.28 | -0.27 | 0.24 | 0.2 | 3.4 | 1.8 | 3.9 | 0.6% | -1% | 0.4% | 3.0 | 912 | i | 29
O=C(NC1CCCC1)C(c1ccc(N2CCOCC2)cc1)N(Cc1ccco1)C(=O)c1ccco1 (stereo unspecified) | -0.85 | 968 | 6% | 2.7 | -0.14 | 1.5 | -1.7 | 4.1 | 2.5 | 3.0 | -0.8% | 5% | 0.1% | 0.0 | 682 | i | 19
